FBPA coupling cs: qHTS Assay for Inhibitors of Fructose-1,6-bisphosphate Aldolase from Giardia Lamblia: Coupling assay counterscreen; coupling enzyme system counterscreen, AmpLite Red fluorescence; activity change, negative = inhibition, % at 58.2 µM, hits read low; 290,000 tested, 0.67% active; AID 2472, 2010; in the data active = activity change below about -30%
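Counterscreen of the coupled detection system alone, without aldolase: glyceraldehyde-3-phosphate coupling enzymes plus AmpLite Red readout. Compounds at 57.5 uM final, 10 min RT preincubation, 20 min RT reaction, fluorescence 525/598 nm.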
PKM2 activator: qHTS Assay for Activators of Human Muscle isoform 2 Pyruvate Kinase | purified PKM2, Kinase-Glo ATP luminescence, activation; response scale: 0% is enzyme alone, no compound | Potency, µM (doses to about 57.5 µM), for the others: at the top dose activation, hits mostly activators | 260,000 tested, 0.34% active; also: potency is read from the fitted curve at half-maximal effect; nearly all actives have a fitted effect of over 55% in size
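hPK-M2, >95% pure; 0.1 mM ADP / 0.5 mM PEP final; imidazole pH7.2 buffer w/ 7 mM MgCl2, 50 mM KCl; 1 h RT; Kinase-Glo lum. Intermediate enzyme activity for dual inhibitor/activator qHTS.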
USP2a inh: qHTS Assay for Inhibitors of Ubiquitin-specific Protease USP2a Using CHOP2 as the Reporter; Ubiquitin carboxyl-terminal hydrolase 2 (Homo sapiens), O75604; USP2 core, Ub-CHOP2 coupled fluorogenic reporter, 485/531; Potency, µM (highest dose often 38.3 µM), without a hit: at the highest dose activity change, negative = inhibition, actives largely listed as inhibitors; 330,000 tested, 0.01% active; AID 463254, 2010;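 also: potency is read from the fitted curve at half-maximal effect; plate controls were DMSO wells for no effect and full inhibition by NEM control for full effect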
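Deubiquitinase activity read as fluorescence (485/531 nm) after Ub-CHOP2 cleavage activates the enterokinase reporter on its substrate; USP2 core 10nM, Ub-CHOP2 and substrate 25nM each, 30min compound preincubation then 60min RT; data normalized to NEM, curves fitted.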
uPA generation: qHTS for Inhibitors of Cell Surface uPA Generation. cell surface uPA generation assay, qHTS. Potency, µM (doses to about 38.3 µM), inactives show at the highest dose activity change, negative = inhibition, most hits filed as inhibitors. 330,000 tested, 0.31% active. AID 540303, 2011; active = well fitted inhibition curve with a large enough effect; inconclusive = small, poorly fitted or top-dose-only effect; inactive = no such curve, though single readings can be large or run the other way; tested in mouse RAW 264.7 cells; also: potency is read from the fitted curve at half-maximal effect; nearly all actives have a fitted effect of over 55% in size
B2AR arrestin: qHTS assay of beta-arrestin-biased ligands of beta2-adrenergic receptor; 330,000 tested, 0.02% active; AID 492947, 2010; Potency, µM (highest dose often 46.1 µM), for the others: top-dose activation, most hits filed as activators; beta-arrestin recruitment to beta2AR, cell-based reporter;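 also: potency is read from the fitted curve at half-maximal effect; 0% = DMSO controls and full agonism = EC100 isoproterenol or metaproterenol; nearly all actives have a fitted effect of over 65% in size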
Eya2 inh: qHTS Assay for Inhibitors of the Phosphatase Activity of Eya2; recombinant Eya2, OMFP fluorescence dephosphorylation (OMFP is methylfluorescein phosphate); AID 488837, 2010; Potency, µM (top dose mostly 76.9 µM), inactives show top-dose activity, negative = inhibition, hits mostly inhibitors; 330,000 tested, 0.006% active; also: potency is read from the fitted curve at half-maximal effect
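Eya2 protein (added as 0.2 uM solution) was preincubated with compound for 10 min at ambient temperature in 50 mM HEPES pH 7.5, 50 mM NaCl, 5 uM MgCl2, 0.05% BSA, 1 mM DTT. OMFP (added at 50 uM) then reacted 10 min; fluorescence read at 485/525 nm.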
KCNH2 3.1 inh: qHTS for Inhibitors of KCHN2 3.1: Mutant qHTS; activity change, % (tested at about 1.8 µM); Potassium voltage-gated channel subfamily H member 2, brain isoform KCNH2 3.1 (human); 340,000 tested, 0.95% active; U2OS KCNH2 3.1, thallium flux FluxOr; stronger effect = lower value;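 active = maximum activity change below -70%; inconclusive = maximum activity change from -70% to -50%; inactive = maximum activity change above -50%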;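 also: thallium influx rate constant from kinetic fluorescence after stimulation buffer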
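Normalized rate constant (relative to positive and negative DMSO controls) derived from a 2 min kinetic fluorescence read after stimulation; U2OS cells expressing the 3.1 isoform via virus at 1.77 x 10^8 /mL.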
Giardia kill: Small Molecules that selectively kill Giardia lamblia: qHTS. AID 540267, 2011. 340,000 tested, 0.15% active. activity change, % at 7.66 µM, hits read low. Giardia lamblia trophozoite viability; in the data active = activity change below about -80%; inconclusive = between about -30% and that limit;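 also: parasites exposed to compound for two days anaerobically before the ATP read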
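Each well holds 100 Giardia trophozoites and compound. After two days (48 hrs) at 37 deg C in anaerobic conditions, ATP is quantified by luminescence.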
Chronic BCR inh: qHTS Assay to Find Inhibitors of Chronic Active B-Cell Receptor Signaling. ABC-DLBCL IkBa-CBG/CBR reporter, luminescence ratio, 4 h. Potency, µM (titrated, usually from 46.1 µM), inactives show at the highest dose ratio change, negative = lower green/red ratio, actives largely listed as inhibitors. 340,000 tested, 0.05% active; active = well fitted inhibition curve with a large enough effect in the signal ratio, with a control signal flat, not every such curve was filed as active; inconclusive = small, poorly fitted or top-dose-only effect, or effect the other way, or a change in a side signal; the % refers to the signal ratio;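 also: potency is read from the fitted curve at half-maximal effect; plate controls were basal doxycycline-induced cells for no effect and cells given 10 µM MG132 for full effect; MG132 reads +100%, hits lower the ratio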
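Doxycycline induced both beetle luciferases in TMD8 lymphoma cells; IKK-driven degradation limits the IkappaBalpha-fused green signal, while red luminescence normalises for cell number and nonspecific effects. Compounds tested up to 46 uM, 4 hrs.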
GALK inhibitor: qHTS Assay for Inhibitors of Human Galactokinase (GALK) | P51570 | Purified GALK, Kinase-Glo residual ATP luminescence | Potency, µM (top dose mostly 57.5 µM), without a hit: at the highest dose activity change, negative = inhibition, actives largely listed as inhibitors | 270,000 tested, 0.007% active; also: potency is read from the fitted curve at half-maximal effect
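ATP-depletion format; final 35 uM ATP, 100 uM D-galactose, 5 nM enzyme; pH 8.0 HEPES/Mg2+ buffer; 60 min RT; luminescence read 10 min after detection reagent.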
hERG WT inh: qHTS for Inhibitors of KCHN2 3.1: Wildtype qHTS; activity change, % at 1.84 µM; U2OS, BacMam KCNH2, thallium flux FluxOr; stronger effect = lower value; AID 720551, 2013; Voltage-gated inwardly rectifying potassium channel KCNH2 (Homo sapiens), Q12809; 340,000 tested, 0.37% active;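 active = maximum activity change below -70%; inconclusive = maximum activity change between -70% and -50%; inactive = maximum activity change above -50%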
Target sequence (Q12809 whole entry, looked up): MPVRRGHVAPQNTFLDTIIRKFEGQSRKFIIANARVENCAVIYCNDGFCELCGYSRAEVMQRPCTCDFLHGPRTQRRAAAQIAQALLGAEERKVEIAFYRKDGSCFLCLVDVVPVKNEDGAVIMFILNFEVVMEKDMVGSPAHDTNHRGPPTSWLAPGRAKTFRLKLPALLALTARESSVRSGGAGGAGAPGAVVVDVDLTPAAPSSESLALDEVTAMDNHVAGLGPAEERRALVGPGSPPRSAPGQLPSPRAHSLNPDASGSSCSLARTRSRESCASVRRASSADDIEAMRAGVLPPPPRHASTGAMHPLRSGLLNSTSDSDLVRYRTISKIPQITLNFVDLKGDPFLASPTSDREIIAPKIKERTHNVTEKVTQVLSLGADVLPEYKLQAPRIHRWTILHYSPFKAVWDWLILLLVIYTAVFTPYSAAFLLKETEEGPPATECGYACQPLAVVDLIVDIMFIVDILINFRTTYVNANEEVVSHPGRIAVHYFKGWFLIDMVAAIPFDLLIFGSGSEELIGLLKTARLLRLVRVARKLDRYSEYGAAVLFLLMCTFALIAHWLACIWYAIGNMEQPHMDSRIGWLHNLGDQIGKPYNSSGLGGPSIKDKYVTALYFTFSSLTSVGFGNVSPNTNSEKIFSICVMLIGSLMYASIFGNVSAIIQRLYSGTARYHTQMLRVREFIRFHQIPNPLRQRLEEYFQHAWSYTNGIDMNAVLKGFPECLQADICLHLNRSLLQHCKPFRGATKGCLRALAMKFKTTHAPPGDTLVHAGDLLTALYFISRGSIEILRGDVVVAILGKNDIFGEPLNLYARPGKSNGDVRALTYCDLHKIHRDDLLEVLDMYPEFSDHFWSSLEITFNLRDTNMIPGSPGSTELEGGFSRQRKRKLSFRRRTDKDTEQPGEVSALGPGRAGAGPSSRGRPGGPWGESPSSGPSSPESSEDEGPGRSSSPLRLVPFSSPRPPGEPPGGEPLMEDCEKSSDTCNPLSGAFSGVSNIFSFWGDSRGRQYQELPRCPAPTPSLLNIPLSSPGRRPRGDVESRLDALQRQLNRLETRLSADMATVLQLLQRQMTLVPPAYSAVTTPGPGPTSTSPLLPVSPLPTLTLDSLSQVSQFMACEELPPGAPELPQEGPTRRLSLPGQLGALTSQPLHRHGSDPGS
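U2OS cells were transduced with wild-type KCNH2 virus (2.03 x 10^8 / mL) for 4 h at room temperature, then cultured overnight at 37 C. Thallium flux was read with FluxOr dye. Rate constants were normalized to DMSO controls.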
Numbers without * were called inactive; ? = inconclusive; . = no result given; [ ] = dose if it differs, or a comment. Unless noted, calls follow the shape of the dose curve; as a rule, active = well fitted curve in the direction sought with a large enough effect; inconclusive = small, poorly fitted or top-dose-only effect, or another doubt; inactive = no such curve, though single readings can be large; an effect the other way counts as inactive or inconclusive. Unless noted, % is scaled to controls: 0 for no effect and ±100 for the full control effect.

SMILES	FBPA coupling cs	PKM2 activator	USP2a inh	uPA generation	B2AR arrestin	Eya2 inh	KCNH2 3.1 inh	Giardia kill	Chronic BCR inh	GALK inhibitor	hERG WT inh
CCN(CC)S(=O)(=O)c1cccc(C(=O)Nc2ccc3c(c2)OCO3)c1	-1	1%	8%	-11%	-0.2%	-7%	1	-26	?	-1%	-3
CC(C)(CSc1ccccn1)NS(=O)(=O)c1ccccc1	-3	4%	1%	-3%	-0.7%	-2%	-3	3	2%	1%	-14
COCCn1c(COC)nc2ccccc21	-1	-1%	0%	-2%	-2.1%	-13%	.	-10	0%	-1%	-7
Cc1ccc(NC(=O)CC2(CC(=O)O)CCCC2)cc1	1	.	1%	-2%	-0.1%	-27%	-9	0	6%	11%	-13
CN(C)CCCn1c2c(c(SCC(=O)Nc3cccc4ccccc34)nc1=O)CCCC2	.	.	-1%	-8%	-0.2%	3%	1	-5	?	.	4
CCC1CCCCN1C(=O)c1ccc(OC2CCN(Cc3ccccn3)CC2)cc1 (stereo unspecified)	.	-5%	0%	-1%	-1.4%	1%	14	-5	-5%	1%	-1
O=[N+]([O-])c1ccc(S(=O)(=O)Nc2nc3ccccc3nc2Nc2ccccc2)cc1	-2	-1%	0%	4%	0.2%	-2%	-7	-5	2%	12%	-16
O=C(O)c1[nH]c2ccccc2c1C(c1cc(Cl)cc([N+](=O)[O-])c1O)c1c(C(=O)O)[nH]c2ccccc12	7	-1%	-7%	1%	-0.6%	5%	-5	4	8%	-2%	-2
CCOC(=O)c1c(NC(=O)C2CC(Cl)=CCC2C(=O)O)sc2c1CC(C)(C)OC2 (stereo unspecified)	12	0%	-13%	3%	-0.9%	1%	9	0	-2%	-5%	-1
COc1ccc(C(=O)Nc2ccc3cn[nH]c3c2)c(OC)c1	-1	-1%	0%	1%	0.2%	-12%	-18	-3	?	-1%	-1
COc1ccc(N2CCN(S(=O)(=O)c3c(C)n(C)c(=O)n(C)c3=O)CC2)cc1	.	0%	0%	-2%	0.4%	0%	4	16	-6%	-4%	6
CC(NCc1ccc(S(N)(=O)=O)cc1)C(=O)N1CCc2ccccc21 (stereo unspecified)	-1	-1%	-1%	11%	2.8%	-4%	-2	-1	0%	1%	4
O=C(c1ccccc1-c1ncc[nH]1)N1CCc2c([nH]c3ccccc23)C1c1ccccn1 (stereo unspecified)	0	-8%	1%	3%	-0.5%	1%	-17	11	0%	2%	-2
COc1ccc(CCNC(=O)COc2ccc(S(=O)(=O)NCC(C)C)cc2Cl)cc1OC	-3	-2%	3%	?	0.3%	-6%	-2	-24	-13%	3%	-5
CCCN1CCC(CCOc2ccccc2)(C(=O)OCC)CC1	3	0%	-1%	14%	0.1%	4%	-21	10	2%	2%	20
Cc1ccc(NS(=O)(=O)c2cccc(C(=O)Nc3cc(C)on3)c2)cc1	1	-2%	2%	?	-0.4%	1%	-10	5	?	.	3
COC(=O)c1ccccc1NC(=O)C(C)n1nc(C)c2c(C)n(-c3ccccc3)nc2c1=O (stereo unspecified)	.	.	1%	1%	-0.2%	6%	-17	-5	12%	-4%	-4
COc1cc2c(cc1NC(=O)COC(=O)c1ccccc1)oc1ccccc12	1	-3%	2%	.	-0.2%	-4%	.	.	0%	4%	.
COC/C=C/C1=CC2=CC(=O)C(C)(OC(=O)c3cnc4ccccc4n3)C(=O)C2=CN1CC1CC1 (stereo unspecified)	-19	-4%[11.5 µM]	.	8%	.	.	0	-22	.	.	-1
Cc1ccc2oc(=O)n(CC(=O)N3CCOCC3)c2c1	0	3%	14%	3%	-0.4%	-1%	-8	-3	0%	.	-142*
CC1CCCC(NC(=O)C2CCN(S(=O)(=O)c3cccc4nonc34)CC2)C1C (stereo unspecified)	1	-6%	-1%	0%	0.5%	-5%	0	5	2%	1%	-8
O=C(N/N=C/c1cc(Br)c(O)c(Br)c1)c1cccnc1	1	.	2%	6%	0.6%	11%	-2	18	?	.	2
CNC(=O)C1=NCCCc2cc(OC)c(OC)cc21	2	8%	3%	4%	0.2%	-32%	0	-9	?	-1%	38
O=C(NCC1CCCO1)c1nn2c(c1Cl)NC(c1ccc(F)cc1)CC2C(F)(F)F (stereo unspecified)	.	2%	0%	6%	0.4%	0%	3	-1	-2%	0%	1
CNC(=O)c1ccccc1F	0	-1%	3%	-5%	-1.0%	5%	18	13	6%	1%	-10
COc1ccccc1CNC(=O)CN1C(=O)NC(C)(c2ccc(C(C)(C)C)cc2)C1=O (stereo unspecified)	-1	.	-4%	2%	4.3%	7%	-6	0	?	0%	7
CC(C)Oc1ccc2ccccc2c1C=O	0	1%	3%	6%	-0.4%	1%	0	4	0%	1%	-9
Cc1cc2nc(-c3ccc(SCC(=O)Nc4ccc(S(=O)(=O)NC5CC5)cc4)nc3)[nH]c2cc1C	4	-2%	1%	-6%	1.9%	-9%	-13	?	?	1%	-3
O=C(N/N=C/c1ccc2c(c1)OCO2)c1ccccn1	-2	-56%	3%	?	-1.8%	-7%	-4	-3	?	11%	-1
CN1CCN(c2ccc(S(=O)(=O)N3CCCCC3)cc2[N+](=O)[O-])CC1	1	-3%	-6%	-6%	-0.2%	12%	9	9	-4%	8%	-16
S=c1[nH]nc(Cn2c(-c3ccccn3)nc3ccccc32)n1-c1ccc2c(c1)OCCO2	-6	-11%	-1%	-1%	-0.5%	-20%	2	-2	3%	-2%	-2
O=c1c2c([N+](=O)[O-])cc([N+](=O)[O-])cc2sn1-c1ccc(Br)cc1	0	-62%	5%	12%	0.3%	6%	-15	-26	?	0%	-3
Cc1cc(C)c2ccc(N)nc2c1O	1	7%	-1%	-11%	14%	10%	12	-4	?	-1%	8
CN1C(=S)SC(/[N+]([O-])=C/c2cccnc2)C1(C)C (stereo unspecified)	2	5%	1%	-1%	-0.8%	-1%	-21	13	3%	9%	-2
COC(=O)[C@]1(Cc2ccccc2)N[C@H](CN(C)C(=O)Nc2ccc(F)cc2)[C@@H]2C(=O)N(C)C(=O)[C@@H]21	.	.	-2%	-4%	-0.6%	-4%	.	2	-1%	.	-8
Cn1cnnc1SCC(=O)Nc1ccccc1F	1	0%	1%	6%	-0.2%	-20%	1	6	1%	0%	0
O=C(/C=C/c1ccc([N+](=O)[O-])cc1)NCc1ccco1	0	0%	8%	6%	0.0%	-5%	-4	?	-11%	0%	-11
CN(CCO)c1nc(N)c(C#N)c(CC#N)c1C#N	-7	12%	10%	1%	-0.9%	11%	6	-13	0%	-1%	-4
CSc1ncccc1C(=O)OCC(=O)N1CC2(C)CC1CC(C)(C)C2 (stereo unspecified)	.	.	2%	4%	4.4%	4%	-5	20	1%	.	-1
CCOc1ccc(NC(=O)C/C(C)=N/NC(=O)COc2ccc(Br)cc2C)cc1	1	.	2%	2%	0.3%	-6%	4	4	-3%	-3%	5
CCS(=O)(=O)c1ccc(O)c(NC(=O)Nc2cccc3ccccc23)c1	6	-2%	-1%	6%	0.0%	-3%	-10	0	?	.	21
Cc1cc(C)nc(NN2C(=O)/C(=C/c3ccccc3)SC2=S)n1	0	1%	1%	10%	-1.0%	-1%	0	1	1%	-1%	-6
COC(=O)/C=C/c1ccc(-n2ccnc2)cc1	2	-5%	-1%	3%	0.5%	0%	13	16	-17%	-2%	5
O=C1CCCN2N=C(SCC(=O)Nc3ccc(Br)cc3)SC2=N1	4	.	-1%	1%	3.3%	3%	-20	3	0%	0%	-13
CCCCNC(=O)c1cc2c(=O)n3cccc(C)c3nc2s1	-3	.	-3%	1%	-0.4%	?	6	4	5%	-3%	1

As a short view, 2 of the compounds above:
SMILES	FBPA coupling cs	PKM2 activator	USP2a inh	uPA generation	B2AR arrestin	Eya2 inh	KCNH2 3.1 inh	Giardia kill	Chronic BCR inh	GALK inhibitor	hERG WT inh
COC(=O)/C=C/c1ccc(-n2ccnc2)cc1	2	-5%	-1%	3%	0.5%	0%	13	16	-17%	-2%	5
O=C1CCCN2N=C(SCC(=O)Nc3ccc(Br)cc3)SC2=N1	4	.	-1%	1%	3.3%	3%	-20	3	0%	0%	-13

Compound activity deposited in PubChem BioAssay by National Center for Advancing Translational Sciences (NCATS).

Rows are unselected. Share with any hit: about 2.4%.
